S1P4 ag = agonists of human S1P4 receptor; actives 0.35% (n = 220,000); activation, % at 4.98 µM; S1P4-expressing cell line, agonist reporter assay; O95977; in the data active = activation above about 11%;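 also: 0% = DMSO vehicle and 100% = reference agonist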
TRPML3 agonist = human mucolipin-3 channel agonism | HEK293 TRPML3-YFP, Fluo-8 calcium fluorescence; 100% = the carbachol control signal | activation, % at 3 µM | actives 0.29% (n = 220,000) | AID 1448;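 active = activation above its plate's cutoff, the mean activation of the plate's test wells plus 3 SD, cut at about 12% in these data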;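 also: 0% = DMSO only wells and 100% = carbachol wells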
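Material: HEK293 cells stably carrying human TRPML3-YFP; compound dosing: single dose, 3 µM final nominal compound, 0.3% DMSO final; incubation: 1-h 37 °C dye load, 5-s basal, 120-s post-compound reads; technique: Fluo-8 intracellular calcium fluorescence, excitation 470-495 nm, emission 515-575 nm; read-out basis: percent activation from peak-to-basal fluorescence ratio, scaled between DMSO and carbachol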
S1P4 antag = human S1P4 receptor antagonism; O95977; actives 0.26% (n = 220,000); S1P4-expressing cells, antagonist mode, reporter read-out; inhibition, % at 4.98 µM; in the data active = inhibition above about 29%;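 also: 0% = wells stimulated with agonist and 100% = vehicle wells without agonist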
TRPN1 ag = activates the zebrafish TRPN1 channel; HEK293 zebrafish TRPN1-YFP, Fluo-8 calcium fluorescence; 100% = response to 87 µM carbachol; activation, % at 3 µM; actives 0.18% (n = 220,000);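 active = activation above its plate's cutoff, the mean activation of test wells on that plate plus 3 SD, cut at about 19% in these data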;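 also: 0% = DMSO alone and 100% = 87 µM carbachol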
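Control set: carbachol 87 µM as high control, DMSO as low control; system: HEK293 stable line with zebrafish TRPN1-YFP; read-out: % activation versus carbachol response; detection: intracellular calcium fluorescence with Fluo-8; doses: single test compound dose, 3 µM nominal, 0.3% DMSO; schedule: dye 1 h 37 °C plus 30 min RT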
EP2 mod = modulates human prostaglandin E2 receptor EP2 signaling; induction, % at 25 µM; EP2-expressing cells, cAMP HTRF FRET, PGE2 co-stimulation; actives 0.83% (n = 260,000);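 active = compounds whose cAMP rise, as percent of the full-agonist control response, exceeds 60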;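 also: rat C6 glioma line stably carrying human EP2 under a CMV promoter; the protocol text gives 20 µM as final concentration; 100% = response of wells given 1 µM PGE2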
Target sequence (P43116 whole entry, looked up): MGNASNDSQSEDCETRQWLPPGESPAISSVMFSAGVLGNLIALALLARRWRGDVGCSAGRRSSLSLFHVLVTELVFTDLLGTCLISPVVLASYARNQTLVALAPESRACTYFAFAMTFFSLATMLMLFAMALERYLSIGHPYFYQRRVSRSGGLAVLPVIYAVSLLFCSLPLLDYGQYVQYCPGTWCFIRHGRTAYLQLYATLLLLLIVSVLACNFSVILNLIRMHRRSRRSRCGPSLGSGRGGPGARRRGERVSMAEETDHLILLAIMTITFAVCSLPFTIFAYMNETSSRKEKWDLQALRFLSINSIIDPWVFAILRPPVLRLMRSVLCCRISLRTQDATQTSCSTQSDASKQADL
CHOP inh = inhibitors of CHOP induction in ER stress response | actives 3.8% (n = 220,000) | CHO-K1 CHOP-promoter luciferase, tunicamycin-induced, 15-18 h | inhibition, % at 10 µM;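 active = compounds that reduced the stress-induced luciferase reporter signal by more than about 70% of percent inhibition, limit read from the data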;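 also: 0% = tunicamycin plus vehicle and 100% = wells without tunicamycin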
NPY-Y1 antag = NPY-Y1 (human) receptor antagonism; P25929; actives 1% (n = 200,000); HEK293-CNG Y1 cells, membrane potential fluorescence; NPY at EC95, then isoproterenol; inhibition, % at 3.6 µM;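 active = inhibition above the campaign mean inhibition of all tested compounds plus 3 SD, cut at about 20% in these data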;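 also: 0% = DMSO wells given NPY plus isoproterenol and 100% = isoproterenol alone without NPY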
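Assay system: HEK293 Y1/CNG channel cell line; Doses: single compound dose of 3.6 µM, 0.4% DMSO; Timing: dye 3 h, compound 60 min room temperature, stimulation 45 min; Technique: Membrane-potential fluorescent dye readout; Measure: % inhibition of NPY effect.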
NPY-Y1 PAM-ag = potentiates or activates human NPY-Y1 receptor | P25929 | NPY-Y1 expressing cells, potentiator/agonist activation | activation, % at 3.6 µM | actives 0.37% (n = 220,000) | AID 1304; in the data active = activation above about 33%, passing the limit was not always enough;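 also: cells stimulated with NPY at EC10 then isoproterenol at EC100; 0% = low agonist plus stimulus and 100% = saturating agonist plus stimulus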
NPY-Y2 PAM-ag = human NPY-Y2 potentiation or agonism, primary screen; actives 0.45% (n = 220,000); P49146; AID 1359; activation, % at 3.6 µM; cells expressing NPY-Y2, potentiator/agonist read-out; in the data active = activation above about 27%;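 also: cells stimulated with NPY near EC25 plus isoproterenol at EC100; 0% = vehicle plus submaximal agonist and 100% = vehicle plus saturating agonist; some results beyond the cut were filed as inactive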
Target sequence (P49146 whole entry, looked up): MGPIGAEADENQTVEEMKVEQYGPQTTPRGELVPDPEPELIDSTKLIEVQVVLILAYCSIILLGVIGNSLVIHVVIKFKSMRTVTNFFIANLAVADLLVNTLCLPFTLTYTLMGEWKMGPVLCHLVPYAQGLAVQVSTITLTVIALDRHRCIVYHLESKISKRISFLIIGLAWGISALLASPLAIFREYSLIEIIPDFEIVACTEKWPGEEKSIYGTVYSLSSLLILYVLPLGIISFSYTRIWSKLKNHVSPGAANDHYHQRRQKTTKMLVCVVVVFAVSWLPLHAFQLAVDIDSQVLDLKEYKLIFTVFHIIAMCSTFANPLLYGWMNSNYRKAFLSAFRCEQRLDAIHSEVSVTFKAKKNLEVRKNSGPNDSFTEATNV
Active calls of the source: *; nt = not tested or not shown; & = joins results of further samples.

SMILES	S1P4 ag	TRPML3 agonist	S1P4 antag	TRPN1 ag	EP2 mod	CHOP inh	NPY-Y1 antag	NPY-Y1 PAM-ag	NPY-Y2 PAM-ag
Cc1ccc2cc(C3C(C#N)=C(N)Oc4c3ccc3cccnc43)c(=O)[nH]c2c1 (stereo not drawn)	0.0	-0.1	-6	-0.6	4	66	2	8	-3
COc1ccc(/C=C2/SC(=S)N(c3ccc(S(=O)(=O)Nc4nccs4)cc3)C2=O)cc1	0.2	0.5	-5	-1.3	22	46	nt	25	6
O=S(=O)(c1ccc(NC2CCCc3ccccc32)nc1)N1CCOCC1 (stereo not drawn)	-0.9	0.2	1	2.1	-26	56	-1	-6	-17
CC1CN/C(=C\C(=O)c2ccc(Br)cc2)C(=O)N1 (stereo not drawn)	0.4	0.8	-12	-0.1	10	9	-6	-7	0
N=C(c1ccc([N+](=O)[O-])cc1)N1CCCCCC1	-0.8	1.4	-2	-0.7	-1	-10	-1	1	0
CC(=O)O[C@]1(C(C)=O)CC[C@H]2[C@@H]3C=C(C)C4=CC(=O)CC[C@]4(C)[C@H]3CC[C@@]21C	-0.8&2.0	1.0&0.4	-16&-7	-0.5&0.1	5	45&20	8&19	6&-14	2&-1
CC1(C)CC(=O)c2c(oc3ccc(NS(=O)(=O)c4ccc(C(=O)O)cc4)cc23)C1	0.9	0.9	5	1.9	5&48	-8	8	-7	6
CCOC(=O)c1c(NC(=O)CSc2nnc(-c3ccc(C)cc3)o2)sc(C(C)=O)c1C	-1.5	0.2	4	-0.4	4	39	7	5	-6
Cc1sc2nc(SCC(=O)N(C)Cc3ccccc3)n(-c3ccccc3)c(=O)c2c1C	0.7	0.3	-6	0.1	54	3	0	7	-2
CC1CCCCC1NC(=O)CO/N=C/c1ccccc1OC(F)F (stereo not drawn)	-2.2	-1.0	-9	-2.2	-16	7	2	-2	-12
COCCCNC(=O)C1CCCN(S(C)(=O)=O)C1 (stereo not drawn)	1.4	1.6	5	0.9	17	-11	1	-5	7
CS(=O)(=O)NCCOc1ccc(S(=O)(=O)NCCOc2ccccc2)cc1	1.6	0.2	-15	-0.5	-39	13	-1	4	7
Cc1ccc(CN2C(=O)N/C(=C/c3ccc4c(c3)n(C)c(=O)n4C)C2=O)cc1	-0.3	0.6	-10	1.3	-46	106*	1	-18	0
CCN(CC)S(=O)(=O)c1ccc(N(C)Cc2cccnc2)nc1	-0.3	0.5	5	0.5	-7	43	-4	-4	-4
CC(=O)Nc1ccc(Oc2nc(-c3ccccn3)nc3ccccc23)cc1	1.8	0.8	2	1.9	3	-56	nt	-13	7
COc1ccc(CCN2C(=O)CSC2=Nc2ccc(C)cc2C)cc1OC	-0.4	0.6	-8	-0.1	37	46	nt	9	-25
Cc1nn(C(C)c2nc(-c3ccccc3)no2)c(C)c1[N+](=O)[O-] (stereo not drawn)	-2.7	-1.4	2	-2.6	6	-15	5	28	3
COc1ccc(C)cc1S(=O)(=O)N(CC(=O)O)c1ccc(C)cc1	-1.0	0.1	-7	-0.3	8	-22	-2	-22	4
CCOc1ccc(-c2nc(-c3cccnc3)no2)cc1	2.4	-0.4	-12	0.6	-14	13	-4	31	4
CCOc1ccc(-c2cc(CCCC(=O)NCCC(C)C)no2)cc1	0.5	0.8	-19	-0.7	-21	60	5	-17	-16

Another view of some results above.
SMILES,S1P4 ag,TRPML3 agonist,S1P4 antag,TRPN1 ag,EP2 mod,CHOP inh,NPY-Y1 antag,NPY-Y1 PAM-ag,NPY-Y2 PAM-ag
O=S(=O)(c1ccc(NC2CCCc3ccccc32)nc1)N1CCOCC1 (stereo not drawn),-0.9,0.2,1,2.1,-26,56,-1,-6,-17
CC1CN/C(=C\C(=O)c2ccc(Br)cc2)C(=O)N1 (stereo not drawn),0.4,0.8,-12,-0.1,10,9,-6,-7,0
N=C(c1ccc([N+](=O)[O-])cc1)N1CCCCCC1,-0.8,1.4,-2,-0.7,-1,-10,-1,1,0
CC(=O)O[C@]1(C(C)=O)CC[C@H]2[C@@H]3C=C(C)C4=CC(=O)CC[C@]4(C)[C@H]3CC[C@@]21C,-0.8&2.0,1.0&0.4,-16&-7,-0.5&0.1,5,45&20,8&19,6&-14,2&-1
CC1(C)CC(=O)c2c(oc3ccc(NS(=O)(=O)c4ccc(C(=O)O)cc4)cc23)C1,0.9,0.9,5,1.9,5&48,-8,8,-7,6
CCOC(=O)c1c(NC(=O)CSc2nnc(-c3ccc(C)cc3)o2)sc(C(C)=O)c1C,-1.5,0.2,4,-0.4,4,39,7,5,-6
Cc1sc2nc(SCC(=O)N(C)Cc3ccccc3)n(-c3ccccc3)c(=O)c2c1C,0.7,0.3,-6,0.1,54,3,0,7,-2
CC1CCCCC1NC(=O)CO/N=C/c1ccccc1OC(F)F (stereo not drawn),-2.2,-1.0,-9,-2.2,-16,7,2,-2,-12
COCCCNC(=O)C1CCCN(S(C)(=O)=O)C1 (stereo not drawn),1.4,1.6,5,0.9,17,-11,1,-5,7
CS(=O)(=O)NCCOc1ccc(S(=O)(=O)NCCOc2ccccc2)cc1,1.6,0.2,-15,-0.5,-39,13,-1,4,7
Cc1ccc(CN2C(=O)N/C(=C/c3ccc4c(c3)n(C)c(=O)n4C)C2=O)cc1,-0.3,0.6,-10,1.3,-46,106*,1,-18,0
CCN(CC)S(=O)(=O)c1ccc(N(C)Cc2cccnc2)nc1,-0.3,0.5,5,0.5,-7,43,-4,-4,-4

Limited to NPY-Y1 PAM-ag (2 entries from above):
SMILES | NPY-Y1 PAM-ag
Cc1ccc(CN2C(=O)N/C(=C/c3ccc4c(c3)n(C)c(=O)n4C)C2=O)cc1 | -18
CCN(CC)S(=O)(=O)c1ccc(N(C)Cc2cccnc2)nc1 | -4

Next part
SMILES	S1P4 ag	TRPML3 agonist	S1P4 antag	TRPN1 ag	EP2 mod	CHOP inh	NPY-Y1 antag	NPY-Y1 PAM-ag	NPY-Y2 PAM-ag
COc1ccc(C2=NN(C(N)=S)C(c3ccccc3)C2)cc1 (stereo not drawn)	-1.5	-0.9	-1	-1.7	20	-1	-7	-15	-2
CC(C)NC(=O)C(=O)NNC(=O)CCc1ccccc1	0.4	0.6	-9	0.1	41	13	3	5	7
Cn1c(Cn2nnc3ccccc32)nnc1SCC(=O)NCc1ccc2c(c1)OCO2	-0.1	0.9	-18	1.9	9	4	-6	11	-3
O=C(CN1CCOCC1)Nc1ncc(Br)cc1Br	-1.5	0.2	-12	0.5	20	-18	0	-13	-3

Screens from PubChem BioAssay.
